MmCpn inh: blocks the Methanococcus maripaludis chaperonin Mm-Cpn; purified Mm-Cpn ATPase, ADP Transcreener TR-FRET; Potency, µM (doses to about 76.9 µM), for the others: at the top dose activity, negative = inhibition, hits mostly inhibitors; 0.031% of 330,000 active; AID 504842; also: potency is read from the fitted curve at half-maximal effect; % is scaled to controls: 0 for no effect and ±100 for the full control effect; nearly all actives have a fitted effect of over 80% in size
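ATPase read-out: TR-FRET ADP immunoassay (anti-ADP Eu cryptate vs ADP-d2), ex 320 nm, em 590/665 nm; signal drops as ADP forms. Enzyme 25 nM, ATP 10 uM, 30 min at 37°C after 10 min compound preincubation.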
PTHR1 agonist: agonists of human PTHR1 parathyroid hormone receptor | Q03431 | Potency, µM (top dose mostly 115 µM), inactives show at the highest dose activation, most hits filed as activators | 0.075% of 410,000 active | HEK293 GP2 PTHR1 cells, GloSensor cAMP luminescence, 1 h | AID 743266; also: potency is read from the fitted curve at half-maximal effect; nearly all actives have a fitted effect of over 55% in size; some results filed as inactive show a strong effect at the top dose; inactives centre near -15; many of its hits are not listed in these tables
Target sequence (Q03431 whole entry, looked up): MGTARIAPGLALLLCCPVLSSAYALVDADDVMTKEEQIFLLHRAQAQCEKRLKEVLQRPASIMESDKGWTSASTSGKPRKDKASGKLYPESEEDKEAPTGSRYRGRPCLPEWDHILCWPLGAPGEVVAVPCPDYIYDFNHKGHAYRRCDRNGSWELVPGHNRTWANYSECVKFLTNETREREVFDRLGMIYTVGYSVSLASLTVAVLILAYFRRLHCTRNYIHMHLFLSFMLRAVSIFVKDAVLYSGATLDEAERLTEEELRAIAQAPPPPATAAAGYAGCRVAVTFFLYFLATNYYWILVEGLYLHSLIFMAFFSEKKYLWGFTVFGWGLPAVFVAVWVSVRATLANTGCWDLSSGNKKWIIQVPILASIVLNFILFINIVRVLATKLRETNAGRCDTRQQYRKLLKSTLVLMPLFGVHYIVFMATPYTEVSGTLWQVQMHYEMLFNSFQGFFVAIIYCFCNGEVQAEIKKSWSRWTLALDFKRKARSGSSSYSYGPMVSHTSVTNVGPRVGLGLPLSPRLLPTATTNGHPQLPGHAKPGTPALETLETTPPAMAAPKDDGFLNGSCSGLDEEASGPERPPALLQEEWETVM
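HEK-293-derived GP2 cells expressing PTHR1 and a GloSensor cAMP reporter, 3,000/well, plated overnight, given luciferin plus IBMX (each 0.5 mM as added) for 1 h at 37 °C, then compound for 1 h at 37 °C. Luminescence was read after 15 min at room temperature.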
D3 ag: agonists of human D3 dopamine receptor; D3R DiscoveRx beta-arrestin cells, luminescence, 90 min; 0.58% of 410,000 active; max activation, %; in the data active = max activation above about 30%; also: 0% is about no effect; mostly tested at two doses, the higher about 12 µM
Target sequence (P35462 whole entry, looked up): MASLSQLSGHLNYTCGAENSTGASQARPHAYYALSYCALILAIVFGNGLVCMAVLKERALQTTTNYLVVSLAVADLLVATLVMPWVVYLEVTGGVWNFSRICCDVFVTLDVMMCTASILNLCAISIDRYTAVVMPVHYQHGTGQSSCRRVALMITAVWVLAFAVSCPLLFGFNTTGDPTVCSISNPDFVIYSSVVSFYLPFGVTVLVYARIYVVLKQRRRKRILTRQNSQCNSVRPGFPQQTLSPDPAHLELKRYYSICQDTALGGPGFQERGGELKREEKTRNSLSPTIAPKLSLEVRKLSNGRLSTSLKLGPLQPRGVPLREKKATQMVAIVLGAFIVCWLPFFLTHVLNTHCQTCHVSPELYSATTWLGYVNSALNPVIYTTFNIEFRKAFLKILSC
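Agonist-mode cell screen: cells plated at 1500/well and incubated overnight at 37 °C, then exposed to library compounds for 90 min at 37 °C. Detection reagent was added for 30–60 min at room temperature, and luminescence was read.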
EPAC2 ag: EPAC2 (human) agonism; Q8WZA2; EPAC2 activation, biochemical qHTS; response scale: 100% = 6.5 mM cAMP response; 0.079% of 360,000 active; Potency, µM (highest dose often 154 µM), without a hit: at the top dose activation, hits mostly activators; also: potency is read from the fitted curve at half-maximal effect; nearly all actives have a fitted effect of over 50% in size
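qHTS, titration series. 100 nM EPAC2 / 250 nM Rap1B-BODIPY-GDP / 50 uM GDP; RT; ex 480/em 540 nm, 5-min reads to 30 min. Norm. to 6.5 mM cAMP = activation.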
EPAC2 antagonist: antagonists of human EPAC2; Q8WZA2; EPAC2 GEF exchange of Rap1B-BODIPY-GDP, fluorescence; Potency, µM (top dose mostly 114 µM), for the others: top-dose activity, negative = inhibition, usual class: inhibitors; 0.18% of 360,000 active; AID 720708; also: potency is read from the fitted curve at half-maximal effect; % is scaled to controls: 0 for no effect and ±100 for the full control effect; nearly all actives have a fitted effect of over 45% in size; many of its hits are not listed in these tables
CCT modulator: modulators of cytosolic chaperonin (CCT/TRiC) activity | purified chaperonin ATPase assay, HTRF ADP detection, 30 min | activity change, % (test concentration not listed), hits read low | 0.3% of 360,000 active | AID 651819; in the data active = activity change below about -30%; also: % is scaled to controls: 0 for no effect and ±100 for the full control effect
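Nucleotide hydrolysis assay: TRiC at 20–40 nM final (set by batch activity) with 10 uM ATP, 30 min at 37 °C, in presence of 76 uM compound. Detection by competitive ADP HTRF, 30 min ambient.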
D3 antag: blocks the human D3 dopamine receptor; P35462; D3R cells, DiscoveRx beta-arrestin luminescence, antagonist mode; hits give low values; max response, negative = inhibition, %; 2.5% of 360,000 active; AID 652054; in the data active = max response below about -50%; inconclusive = no clear call, values can overlap the other calls; also: % is scaled to controls: 0 for no effect and ±100 for the full control effect; mostly tested at two doses, the higher about 12 µM
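Cells expressing the human receptor were seeded at 1500 cells/well, incubated overnight at 37 degrees C in 5% CO2, then exposed to library compounds with dopamine controls for 90 minutes at 37 degrees C before luminescent detection.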
Akt phos inh: Akt phosphorylation inhibition. Neuro2A IGF-stimulated pAkt S473 HTRF, 20 min; hits give low values. AID 651550. activity change, % for hits at 50 µM. 0.32% of 360,000 active; in the data active = activity change below about -80%; inconclusive = mostly about -51% to -80%; also: % is scaled to controls: 0 for no effect and ±100 for the full control effect
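Neuro2A cells (4,500/well, DMEM with 0.5% FBS) were treated with compound at a single 50 µM final concentration, stimulated with 6 nM IGF for 20 min at 37 °C, and lysed. Phospho-Akt Ser473 was read by HTRF as 665/615 ratio ×10^4.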
The depositor's hits bear a star; i = inactive; ? = inconclusive; nt = not tested or not shown; [ ] = another dose, or the depositor's remark. Unless noted, calls follow the shape of the dose curve; as a rule, active = well fitted curve in the direction sought with a large enough effect; inconclusive = small, poorly fitted or top-dose-only effect, or another doubt; inactive = no such curve, though single readings can be large; an effect the other way counts as inactive or inconclusive.

SMILES	MmCpn inh	PTHR1 agonist	D3 ag	EPAC2 ag	EPAC2 antagonist	CCT modulator	D3 antag	Akt phos inh
CN(/N=C/c1ccc(-c2ccc([N+](=O)[O-])cc2)o1)c1ccccc1	-6%	-3%	-1	-1%	-11%	-1.5	10	i
CCCCC(CC)CNC(=O)c1ccc2c(c1)OCO2 (stereo not drawn)	-2%	-20%[57.5 µM]	2	22%	-18%	2.2	6	i
COc1ccc(C(=O)NCc2ccncc2)cc1OC	0%	i	0	-2%	4%	2.6	13	i
Cc1cc(C)cc(NC(=O)C(OC(=O)c2cccs2)c2ccccc2)c1 (stereo not drawn)	1%	0%	-16	18%	-17%	2.4	-13	i
O=S(=O)(NCc1cc(-c2ccccc2Cl)no1)c1ccc(Cl)cc1	1%	i	1	11%	-13%	0.0	18	i
COc1ccc(NC(=O)C2CCCN(S(=O)(=O)c3c(C)n[nH]c3C)C2)c(OC)c1 (stereo not drawn)	1%	i	-1	3%	16%	0.3	-24	i
Cc1ccc(N2C(=O)c3cccc([N+](=O)[O-])c3C2=O)cc1C	2%	-57%[inhibitor]	-2	5%	-8%	-2.2	-1	i
Nc1[nH]c(C(=O)c2ccccc2)c(-c2ccccc2Cl)c1C(=O)c1ccccc1	nt	i	-2	10%	1%	0.0	?	i
C=C(C)C1CC=C(C)/C(=N/NC(=O)CNc2ccc(C)cc2C)C1 (stereo not drawn)	2%	i	1	-6%	-5%	-1.2	11	i
CC(=O)OCCc1[nH]c2ccccc2c1C	-1%	-1%	8	3%	10%	-2.3	-5	i
CCOC(=O)COn1c(-c2cccc(Cl)c2)nc2ccc([N+](=O)[O-])cc21	-2%	i	4	-2%	7%	-0.7	-3	i
O=C1C=C(Nc2cccc(Cl)c2)CC(c2ccco2)C1 (stereo not drawn)	0%	-12%[57.5 µM]	2	1%	0%	-1.4	11	i
NC(=O)[C@@H]1CC2(CC(c3cccc(NC(=O)[C@H]4CCC(=O)N4)c3)=NO2)CN1C(=O)c1ccc(Cl)cc1 (stereo partly drawn)	?	i	23	8%	3%	-0.7	-4	i
CCN1C=C(Cc2ccc(OC)cc2)C2=C(C1)C(c1ccc(OC)cc1)C(C#N)=C(N)O2 (stereo not drawn)	-5%	i	-3	19%	-2%	0.2	-10	i
CCSc1nc2ccccc2n1CC(=O)N1CCCCC1	0%	-7%[57.5 µM]	0	4%	2%	-1.5	11	i
COc1cc(C(=O)Nc2cc(C)ccc2C)ccc1OCc1c(C)noc1C	1%	i	-4	4%	-3%	-3.2	-20	i
Cc1nn(-c2ccccc2)c(C)c1-c1nnc(C(F)(F)F)o1	-1%	-8%	0	-1%	0%	1.0	1	i
OC(CN1CCN(c2ccc(F)cc2)CC1)c1ccc(Cl)cc1 (stereo not drawn)	0%	-11%	-5	7%	3%	0.3	?	i
COC(=O)CCCC1=CC2=C(c3ccccc3)C(=O)C(C)(OC(=O)C3CCCC3)C(=O)C2=CN1CC1CC1 (stereo not drawn)	3%	-8%	-16	-6%	12%	-1.5	0	i
COc1ccc(C(=O)NC(=O)Nc2ncccc2C)cc1	-1%	-10%[57.5 µM]	-7	10%	-15%	-1.7	-11	i
Cc1ccc(S(=O)(=O)N(C)c2ccc(OCC(=O)OCC(=O)N(CC#N)c3ccccc3)cc2)cc1	-2%	i	-12	4%	-11%	-1.2	1	i
OC1c2cc(Br)ccc2N=C2CCCN21 (stereo not drawn)	0%	-38%[inhibitor]	-3	7%	19%	-1.0	-3	i
CC(=O)Nc1cc[n+](CC(=O)c2ccc(Cl)cc2)cc1	-1%	-17%	-22	5%	-4%	-0.9	10	i
CCCc1nc(NCCCOCC)c2nnn(Cc3ccccc3)c2n1	0%	i	3	-8%	2%	0.5	0	i
COc1cccc([C@@H]2Oc3ccc(OC)cc3C(=O)[C@H]2O)c1	0%	-41%[inhibitor]	-3	8%	-22%	-0.3	2	i
CCOc1ccc2oc(C(=O)N(CC)CC(=O)Nc3ccc(NC(C)=O)cc3)c(C)c2c1	-3%	0%	5	3%	-1%	-7.8	11	i
CC(=O)Nc1ccc(Nc2ncc([N+](=O)[O-])c(Nc3ccc(NC(C)=O)cc3)n2)cc1	1%	-10%[57.5 µM]	8	0%	17%	-9.7	-28	i
O=C(NCC(c1cccs1)N1CCOCC1)c1ccco1 (stereo not drawn)	2%	-16%[57.5 µM]	0	7%	4%	-1.1	-17	i
COc1cc2nc(NC(=O)c3ccc(Cl)cc3)[nH]c(=O)c2cc1OC	nt	i	1	0%	3%	-1.2	15	i
CCCC[n+]1c(-c2ccc(Cl)cc2Cl)csc1Nc1ccccc1	0%	-44%[inhibitor]	2	-3%	-3%	-2.2	2	i
Cc1ccc(C(=O)Nc2ccc(CC(=O)O)cc2)o1	-1%	i	0	-15%	-2%[57.1 µM]	-2.0	21	i
CC1=Nc2cc([N+](=O)[O-])ccc2NC(C)(C)C1	-4%	-16%	4	11%	6%	-1.7	-3	i
O=C(NC(=S)NC1CCS(=O)(=O)C1)c1cccc([N+](=O)[O-])c1 (stereo not drawn)	-1%	i	-15	-5%	-3%	-4.0	0	i
CCCCCCn1c(SCC(=O)c2c(N)n(C)c(=O)n(C)c2=O)nc2ccccc21	0%	-19%[57.5 µM]	1	-11%	-2%	-1.6	-5	-98%*
O=C(NCc1ccc2c(c1)OCO2)c1c[nH]c2ccc(S(=O)(=O)N3CCOCC3)cc2c1=O	2%	-7%[57.5 µM]	17	-1%	0%	-0.2	24	i
O=C(Nc1ccc(Br)cn1)c1ccc2nccnc2c1	nt	i	-8	-1%	-4%	-1.1	-10	i
Cc1ccc(S(=O)(=O)c2ccc([N+](=O)[O-])cn2)cc1	1%	-22%	-31	4%	6%	0.9	-75*	i
COc1ccc(CNC(=O)CSc2n[nH]c(C)c2[N+](=O)[O-])cc1	0%	i	-4	-7%	11%	-1.5	28	i
Nc1cc(N)nc(SCC(=O)Nc2ccc(Br)cc2Cl)n1	1%	-29%	-6	18%	-4%	-0.6	-21	i
Cc1ccc(S(=O)(=O)NC(=O)Nc2ccc(F)cc2)cc1	2%	?	-1	8%	-8%	-1.4	4	i

As a working copy, some entries already given:
SMILES	MmCpn inh	PTHR1 agonist	D3 ag	EPAC2 ag	EPAC2 antagonist	CCT modulator	D3 antag	Akt phos inh
O=C(NC(=S)NC1CCS(=O)(=O)C1)c1cccc([N+](=O)[O-])c1 (stereo not drawn)	-1%	i	-15	-5%	-3%	-4.0	0	i
CCCCCCn1c(SCC(=O)c2c(N)n(C)c(=O)n(C)c2=O)nc2ccccc21	0%	-19%[57.5 µM]	1	-11%	-2%	-1.6	-5	-98%*
O=C(NCc1ccc2c(c1)OCO2)c1c[nH]c2ccc(S(=O)(=O)N3CCOCC3)cc2c1=O	2%	-7%[57.5 µM]	17	-1%	0%	-0.2	24	i
O=C(Nc1ccc(Br)cn1)c1ccc2nccnc2c1	nt	i	-8	-1%	-4%	-1.1	-10	i

Continuation.
SMILES	MmCpn inh	PTHR1 agonist	D3 ag	EPAC2 ag	EPAC2 antagonist	CCT modulator	D3 antag	Akt phos inh
Cc1ccc(S(=O)(=O)N2CCCOC2CNC(=O)C(=O)NCc2cccnc2)cc1 (stereo not drawn)	1%	i	3	5%	2%	0.3	13	i
CC1CCCN(c2nc(NCc3ccco3)nc(N)c2[N+](=O)[O-])C1 (stereo not drawn)	0%	i	2	-3%	-10%	-0.9	10	i
COc1cc2c(ccc3cc(OC)c(OC)c(O)c32)cc1O	-2%	-2%	5	2%	-10%	0.5	42	i
Nc1nc2n(n1)C(=O)CC(c1ccccc1[N+](=O)[O-])N2 (stereo not drawn)	-5%	i	1	1%	-12%	1.7	10	i
CC(C)n1c(SC2C(=O)CC(C)(C)CC2=O)nc2c1c(=O)n(C)c(=O)n2C	-1%	-21%	-1	10%	-4%	1.1	-6	i
O=c1[nH]c(C2CCN(S(=O)(=O)c3ccccc3F)CC2)nc2c1nnn2Cc1ccc2c(c1)OCCO2	0%	-14%	-4	5%	-17%	0.0	-2	i
Cc1ccc(NC(=O)C(OC(=O)c2ccc(F)cc2)c2ccccc2)cc1Cl (stereo not drawn)	?	i	-2	9%	9%	3.9	-12	i
OCC[C@H]1C[C@@H](O)[C@H](O)[C@@]2(Cc3ccccc3CO2)O1	2%	-20%	8	8%	11%	1.1	9	i
CC(=O)c1cccc(NC(=O)CN(c2ccc(C)cc2)S(=O)(=O)c2cccc3nonc23)c1	1%	i	-1	9%	0%	-1.0	?	i
CC(C)(C)C(=O)OCc1nc(-c2ccc(F)cc2)cs1	1%	-39%[inhibitor]	-19	8%	2%	0.7	-14	i
Cc1ccc2[nH]c3c(c2c1)CN(C(=O)CN1CC(C)OC(C)C1)CC3 (stereo not drawn)	-2%	i	4	-10%	2%	-2.2	-3	i
Cc1nn(C2CCS(=O)(=O)C2)c(Cl)c1/C=C/C(=O)OCC(=O)Nc1ccc2c(c1)OCO2 (stereo not drawn)	1%	i	14	-4%	1%	1.4	6	i
CC(C)OC(=O)c1c(NC(=O)c2cccs2)sc2c1CCCC2	-2%	i	16	9%	-5%	1.0	-23	i
O=C(CN(CCc1ccccc1)Cc1ccccc1)Oc1ccccc1P(=O)(O)O	2%	i	5	6%	8%	-3.0	4	i
Cc1c(NS(=O)(=O)c2ccc(C(=O)NCc3ccc(F)cc3)cc2)c(=O)n(-c2ccccc2)n1C	0%	i	3	2%	4%	1.6	0	i
Nc1c(-c2ccccc2)cnn1-c1ccc(C(=O)O)cc1	-6%	?	-17	3%	-1%	-3.3	-10	nt
c1ccc(CNc2nc3ccccc3n3cnnc23)cc1	1%	-26%	-3	9%	7%	-3.6	-7	i
COc1cc(NC(=O)COc2cc(O)c3c(c2)OC(C)(C)CC3=O)cc(OC)c1OC	-3%	-43%[inhibitor]	-2	6%	4%	-0.8	4	i
COc1cc(C(=O)Nc2nnc(SC)s2)c([N+](=O)[O-])cc1OC	-1%	-1%	-4	5%	3%	-0.4	10	i
CCOCC(=O)Nc1cccc(Br)c1	1%	-27%[57.5 µM]	5	7%	7%	2.6	-16	i

Quoted from the listing.
EPAC2 antagonist, `COc1cc(C(=O)Nc2nnc(SC)s2)c([N+](=O)[O-])cc1OC` : 3%
EPAC2 ag, `OCC[C@H]1C[C@@H](O)[C@H](O)[C@@]2(Cc3ccccc3CO2)O1` : 8%

The list is partial; the hit share may differ from the screen's.
